# NOD1 inhibition = inhibition of NOD1-driven NF-kB reporter – cell-based, luminescence, uHTS, primary screen (AID 1578) | actives 1% (n = 290,000) | NOD1-driven NF-kB luciferase reporter cells, luminescence; higher % means a stronger effect | inhibition, % at 4 µM, or EC50 in µM where a hit was titrated; in the data active = inhibition mostly above about 36%, no sharp cut-off; inactive = mostly below about 34%;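 also: HEK-293T reporter cells stimulated with the NOD1 agonist gamma-tri-DAP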
# KOR beta-arrestin-1 = kappa opioid receptor blockers – cell-based, luminescence, uHTS (AID 1778); actives 0.091% (n = 290,000); KOR beta-arrestin recruitment, luminescence, antagonist mode; higher % means a stronger effect; inhibition, % at 10 µM; hits with a dose series show IC50 in µM; also: strong numbers were not always called active
# NTR1 ag = NTR1-driven beta-arrestin-GFP spot formation – imaging, U2OS cells, high content, primary screen (AID 493036); actives 0.17% (n = 330,000); activation, % at 20 µM; P30989; agonist mode;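 active = activation at or above 40% of the spot to cytoplasm intensity ratio, with at least 20 cells analyzed; inconclusive = wells under 20 cells, flagged as cytotoxic or low count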;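 also: 0% = DMSO without peptide and 100% = 100 nM NTR1 peptide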
# Target sequence (P30989 whole entry, looked up): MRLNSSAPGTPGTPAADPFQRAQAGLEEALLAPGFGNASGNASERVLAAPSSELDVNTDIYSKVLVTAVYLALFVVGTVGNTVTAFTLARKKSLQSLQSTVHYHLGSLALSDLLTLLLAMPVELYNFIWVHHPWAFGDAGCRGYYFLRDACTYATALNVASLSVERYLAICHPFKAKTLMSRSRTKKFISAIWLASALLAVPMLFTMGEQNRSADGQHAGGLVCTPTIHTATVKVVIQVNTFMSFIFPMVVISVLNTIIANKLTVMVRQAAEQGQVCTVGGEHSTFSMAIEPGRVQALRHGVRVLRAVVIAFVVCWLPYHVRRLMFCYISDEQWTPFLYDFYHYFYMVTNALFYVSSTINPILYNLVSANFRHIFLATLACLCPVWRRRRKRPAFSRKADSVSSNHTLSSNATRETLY
# GPR55 LPI antagonism = inhibition of LPI-stimulated GPR55 beta-arrestin translocation – imaging, U2OS, beta-arrestin-GFP, LPI agonist, primary screen (AID 2013). U2OS GPR55 beta-arrestin-GFP translocation imaging, LPI antagonism; higher % means a stronger effect. inhibition, % at 10 µM; hits with a dose series show IC50 in µM. actives 0.13% (n = 290,000);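 active = spots per cell inhibited over 60%, with over 100 cells counted and total cytoplasm intensity under 500,000; inconclusive = wells with under 100 cells, flagged as likely toxic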;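 also: U2OS cells stably carrying GPR55 and arrestin-GFP stimulated by 5 µM LPI near EC80; imaged beta-arrestin-GFP aggregate spots per cell after agonist stimulation; plate controls were LPI-stimulated DMSO wells for no effect and DMSO wells without LPI for full effect; some results filed as inactive read as strong as hits; confirmed hits need IC50 under 10 µM and bright autofluorescent wells are also inconclusive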
# T cell HTS = T cell immune modulation candidate. 2C CD8+ T cell-vesicle binding, flow cytometry; stronger effect = lower value. calls only at 7 µM. actives 0.068% (n = 330,000). AID 2052;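 active = response, share of CD8 T cells binding vesicles, and their 90th percentile fluorescence all below set limits, cut at about 80% in these data, passing the limit was not always enough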
#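 Material: 2C TCR transgenic mouse naive CD8+ T cells, MACS-purified. Also added: QL9-charged Drosophila Ld/ICAM-1/B7-1 vesicles. Timing: binding 1.5 h at 37 °C. Measured by: high-throughput flow cytometry with anti-B7-1 and anti-CD8 staining. Read-out: percent CD8+ FL2 mean versus row control. Controls: Unloaded micro-vesicles (low), QL9 vesicles with 0.7% DMSO (high).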
# GPR55 beta-arrestin = GPR55 agonists via beta-arrestin recruitment, primary screen, imaging, U2OS cells, beta-arrestin-GFP redistribution (AID 1961); U2OS GPR55 beta-arrestin-GFP redistribution imaging; higher % means a stronger effect; one-dose activation, % at 10 µM; EC50 in µM for titrated hits; actives 0.048% (n = 290,000);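 active = activation above 40% with more than 50 cells counted in the well; inconclusive = wells holding fewer than 50 cells, flagged as toxic or sparse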;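 also: U2OS osteosarcoma cells stably expressing GPR55 and beta-arrestin-GFP; plate controls were DMSO negative control for no effect and LPI positive control for full effect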
# HEK293 NOD2/NF-kB = inhibition of NOD2-driven NF-kB reporter – cell-based, luminescence, uHTS, HEK293 (AID 1566); HEK293 NOD2/NF-kB luciferase reporter, luminescence; higher % means a stronger effect; actives 0.63% (n = 290,000); inhibition, % at 4 µM; hits with a dose series show EC50 in µM; also: many of its hits are not listed in these tables
# KOR beta-arrestin-2 = KOR agonists, beta-arrestin recruitment, primary screen, cell-based, luminescence, uHTS (AID 1777); KOR beta-arrestin recruitment, luminescence; higher % means a stronger effect; activation, % at 10 µM, or EC50 in µM where a hit was titrated; actives 0.02% (n = 280,000); in the data active = activation above about 50%, passing the limit was not always enough; also: a part of the inactive calls stands beside numbers as strong as those of hits
# Myeloid diff MLP = promotes myeloid progenitor differentiation; ER-HoxA9 myeloid progenitors, lysozyme-GFP differentiation, flow cytometry; AID 624256; actives 1% (n = 360,000); calls only at 10 µM;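 active = normalized GFP-positive differentiation at or above the plate's own cutoff, the solvent-only control mean plus 3 SD; inconclusive = no clear call, values can overlap the other calls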;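 also: cells exposed to compound for four days before flow analysis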
# T cell HTS vesicle-bound % = further read-out of T cell HTS, marked with its call; double positive events, %; measured here: CD8+ vesicle-bound cell fraction;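 binding gate set so that unloaded-vesicle control wells show 10% double positive cells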
# NTR1 ag cell count 20 µM = also measured in NTR1 ag; calls as there; cell count; measured here: cell count, cytotoxicity flag
# Myeloid diff MLP GFP+ MAC1+ % = also measured in Myeloid diff MLP; calls as there; GFP+ MAC1+ double positive, %; measured here: differentiation confirmed by MAC1 staining
# * marks the source's active call; other numbers are inactive results; i = inactive; u = inconclusive; x = not tested or not shown; [ ] = another dose, or the depositor's remark. Rule as the data show it, unless noted: active = inhibition above about 50%; inactive = the rest. Some of the compounds tested; the hit share may differ from the screen's.
canonical_smiles	NOD1 inhibition	Myeloid diff MLP GFP+ MAC1+ %	HEK293 NOD2/NF-kB	T cell HTS vesicle-bound %	GPR55 beta-arrestin	T cell HTS	KOR beta-arrestin-1	NTR1 ag	GPR55 LPI antagonism	KOR beta-arrestin-2	NTR1 ag cell count 20 µM	Myeloid diff MLP
CC1CC(C)(C)NC(=S)N1CCC(=O)NCCc1ccc(Cl)cc1 (configuration not stated)	-23%	0.7	-4%	17	0.2%	i	27%	-0.1	9%	-2.6%	52	i
CCOC(=O)C1=C(C)NC(=O)NC1c1ccc(OC)c(CN2CCOCC2)c1 (configuration not stated)	-5%	0.4	8%	34	-0.1%	i	13%	-1.6	12%	-5.2%	45	i
COc1cccc2cc(C(=O)C3=C(O)C(=O)N(CCN4CCOCC4)C3c3cccs3)oc12 (configuration not stated)	-20%	1.4	-12%	53	-0.1%	i	-1%	-1.3	-12%	1.5%	44	i
O=C/C(=C\Nc1ccc(S(=O)(=O)CCO)cc1)c1nc2cc(Cl)ccc2o1	-22%	0.1	18%	65	0.7%	i	5%	-1.3	-1%	-3.5%	52	i
COCC(=O)N1CCC(Oc2ccc(C(=O)NCc3cc(C)no3)cc2)CC1	6%	0.3	4%	56	-0.1%	i	20%	-0.5	16%	-2.5%	62	i
COc1cc(-c2noc(C)c2-c2ccc(N(C)C)nc2)cc(OC)c1OC	62%*	3.4	-10%	x	-0.3%	x	-210%[20 µM]	3.4	-29%	0.0%	42	i
CN(c1ccccc1)S(=O)(=O)c1cccc(NC(=O)c2ccc3ncsc3c2)c1	24%	1.2	18%	25	-0.6%	i	-20%	27	-15%	6.7%	55	i
O=S(=O)(NCCNc1nccc(C(F)(F)F)n1)c1ccccc1	2%	0.5	22%	40	-0.3%	i	15%	-0.4	2%	3.7%	45	i
COC(=O)C(Cc1c[nH]c2ccccc12)NC(=O)c1cc(-c2ccc(OC)c(OC)c2)oc1C (configuration not stated)	4%	0.2	-4%	46	0.5%	i	-32%	4.8	-8%	4.6%	56	i
Cn1c(SCC(=O)Nc2ccc3c(c2)n(C)c(=O)n3C)nnc1-c1ccncc1	-2%	1.0	-2%	23	-0.1%	i	-10%	-1.3	-3%	1.7%	33	i
c1ccc(-c2nc(-c3ccccn3)nc(-c3ccccn3)n2)nc1	-6%	0.8	29%	34	0.0%	i	-16%	-0.1	4%	-0.3%	46	i
COc1ccc(CC(=O)Nc2ccc(OC)nc2)cc1	-30%	0.1	6%	4	0.1%	i	36%	0.0	8%	-2.3%	41	i
COc1ccc(-c2ccc3c(N)c(C(=O)c4cccc(OC)c4)sc3n2)cc1	17%	6.8	8%	7	-0.2%	i	x	-0.9	0%	-7.1%	57	i
CCc1nnc(NC(=O)CCC(=O)N2CCN(Cc3ccccc3)CC2)s1	-15%	0.9	-2%	34	-0.3%	i	-44%	-0.8	-2%	5.8%	39	i
O=C(NCc1ccc(F)c(F)c1)C1CCC(=O)N(CC2CCCCC2)C1 (configuration not stated)	-24%	1.0	-11%	43	-0.2%	i	14%	-0.6	0%	-2.9%	54	i
Cc1ccc(S(=O)(=O)NCc2ccncc2)cc1	41%	2.2	46%	35	-0.1%	i	-4%	0.1	10%	-2.1%	24	i
Cc1cccc(N(C)C(=O)CN(C)S(=O)(=O)c2ccc3c(c2)c(=O)n(C)c(=O)n3C)c1	-4%	x	14%	16	0.0%	i	-32%	-0.9	-6%	2.4%	59	u
Cc1nn(Cc2ccc([N+](=O)[O-])cc2)c(=O)n1-c1cccc(Cl)c1	-41%	1.3	12%	x	0.0%	i	2%	-0.7	9%	2.5%	60	i
CC1CCN(C(=O)C2CCC(CNc3c(N4CCCCC4)c(=O)c3=O)CC2)CC1 (configuration not stated)	-2%	0.5	2%	59	-1.9%	i	-26%	0.8	-6%	3.8%	51	i
COc1c2ccoc2nc2c(OC)c(OCC(O)C(C)(C)O)ccc12 (configuration not stated)	-32%	0.5	-11%	45	0.2%	i	25%	-2.8	3%	-1.5%	46	i
COc1cccc(-n2c(=O)c3c(C)c(C(=O)N(C)C)sc3n(CC(=O)NCCc3ccc(OC)c(OC)c3)c2=O)c1	-29%	x	12%	32	0.1%	i	-7%	-0.3	7%	1.9%	71	x
Cc1ccc2[nH]c3c(c2c1)CCC3=O	-25%	1.5	9%	38	-0.1%	i	-16%	0.5	-18%	-1.1%	49	i
CC(C)C1CC(=O)NC(SCC(=O)Nc2ccc(Br)cc2)=C1C#N (configuration not stated)	0%	0.0	-21%	22	-0.3%	i	8%	3.2	-6%	-2.6%	50	i
Cc1cc2nc(CCl)cc(=O)n2[nH]1	6%	0.1	-8%	50	0.7%	i	-18%	-0.6	11%	2.6%	66	i
CC(C)(C)c1cc(C(c2cccnc2)N2CCN(CCO)CC2)cc(C(C)(C)C)c1O (configuration not stated)	67%*	x	16%	24	1.1%	i	-17%	1.2	-4%	-2.5%	53	u
Cc1cc(C)n(-c2ccc(C(=O)Oc3ccc4c(c3)OCO4)cc2)n1	x	2.0	-4%	28	-0.1%	i	4%	1.1	4%	0.3%	103	i
CCCCCCCC[n+]1cccc(C(=O)N2c3c(nc(N)[nH]c3=O)NC(C)C2C)c1 (configuration not stated)	-11%	0.8	7%	44	0.4%	i	-11%	0.3	4%	-4.8%	47	i
COCc1[nH]nc2c1C1(C(=O)N(C)c3ccccc31)C(C#N)=C(N)O2 (configuration not stated)	-13%	1.5	-6%	17	-0.2%	i	1%	-0.2	4%	-5.0%	72	i
COc1ccc(OC)c(NC(=O)c2cnn(-c3ccccc3Cl)c2NC(=O)c2ccco2)c1	0%	8.0	15%	47	-0.1%	i	-2%	4.9	-6%	-3.0%	62	i
O=C(CSCCN1C(=O)c2ccccc2C1=O)Nc1ccc2ccccc2c1	-25%	0.6	4%	17	-0.2%	i	16%	-0.7	10%	2.4%	51	i
COCCN1CCN(C(=O)C2CCC(=O)N(CCCc3ccccc3)C2)CC1 (configuration not stated)	-13%	0.1	-10%	41	-0.1%	i	-31%	0.5	-4%	1.6%	69	i
CCOC(=O)C1CCN(c2ccc([N+](=O)[O-])cc2S(=O)(=O)N2CCOCC2)CC1	2%	0.3	-1%	50	0.3%	i	-15%	0.4	9%	-2.9%	46	i
c1ccc(N2CCN(C3CC4CCC3C4)CC2)cc1 (configuration not stated)	-28%	0.3	-42%	57	-0.1%	i	1%	-1.1	1%	2.3%	63	i
CC(=O)N1N=C(c2ccccc2)CC1c1cn(Cc2ccccc2)c2ccccc12 (configuration not stated)	23%	0.7	-1%	42	2.8%	i	10%	6.0	4%	3.5%	57	i
CCCOc1cccc(C(=O)N(Cc2ccco2)C2CCS(=O)(=O)C2)c1 (configuration not stated)	-74%	1.1	0%	48	-0.4%	i	-3%	-1.2	10%	2.9%	22	i
Cn1nc(C(=O)N2CCN(c3ccccc3)CC2)c2c1-c1ccccc1S(=O)(=O)C2	-14%	1.2	14%	7	-0.1%	i	-21%	1.1	8%	1.4%	63	i
CC1=C(C)CC(C(=O)c2ccc(C)cc2)C(C(=O)O)C1 (configuration not stated)	12%	1.1	4%	25	-0.1%	i	-28%	0.0	6%	-6.2%	80	i
CCOC(=O)Cc1csc(NC(=O)CN(C)S(=O)(=O)c2ccc3c(c2)CCC(=O)N3)n1	1%	2.0	-2%	8	-0.1%	i	-6%	-0.1	-19%	-4.1%	96	i
COc1ccc(-n2nc3c(c2NC(=O)C(C)Oc2ccccc2)CS(=O)C3)cc1 (configuration not stated)	-4%	0.3	-28%	5	0.9%	i	27%	-0.2	7%	-4.8%	54	i
COc1ccc(C(=O)NC(CCSC)C(=O)N2CCCCCC2)cc1 (configuration not stated)	-22%	2.1	1%	10	x	i	11%	1.4	-6%	-5.6%	38	i
O=C(c1ccc(Cl)cc1)N1CCC(C(=O)N2CCCc3ccccc32)CC1	-11%	0.7	18%	65	-0.1%	i	-33%	1.0	-6%	9.4%	51	i
Cc1cc(C)n(-c2ccc(C(=O)OCC(=O)c3ccc(Br)s3)cc2)n1	-7%	0.1	18%	51	0.3%	i	22%	-0.8	-8%	13%	74	i
O=C(CCn1c(=O)oc2ccccc21)N1CCN(c2ccccc2Cl)CC1	6%	1.6	-18%	26	-0.1%	i	-22%	1.9	-28%	5.8%	93	i
COc1ccc(CC(=O)O)cc1O	-22%	1.4	-1%	x	-0.2%	x	-26%	-0.5	5%	-4.9%	44	i
O=C(O)C1CCCCC1C(=O)Nc1nc(-c2ccc(Cl)s2)cs1 (configuration not stated)	4%	0.8	6%	63	0.5%	i	-26%	3.0	0%	2.2%	31	i
COC(=O)CCN(c1ccccc1)S(=O)(=O)c1cc(-c2cc(C)no2)ccc1C	-18%	1.0	12%	43	0.1%	i	-17%	2.2	7%	1.7%	56	i
O=C(CCCn1cc([N+](=O)[O-])cn1)NCc1ccccc1	-39%	0.2	10%	46	0.0%	i	-32%	-1.0	8%	-2.2%	56	i
C#CCOc1ccc(/C=N/O)cc1Cl	-4%	0.8	1%	38	-0.2%	i	16%	-0.1	-3%	-2.8%	32	i
CCCc1nn2c(=O)cc(CSCC(=O)Nc3ccc(C)cc3)nc2s1	5%	5.7	14%	6	-0.1%	i	-17%	0.3	0%	0.5%	66	i
O=C(CSc1nc2ccccc2o1)Nc1nncs1	-7%	0.7	4%	52	-0.1%	i	15%	1.3	-6%	-3.8%	27	i
COC(=O)c1ccc(C2/C(=C(\O)c3ccc4c(c3)OCCO4)C(=O)C(=O)N2CCCN(C)C)cc1 (configuration not stated)	2%	0.8	2%	27	-0.2%	i	22%	-1.8	0%	-4.6%	73	i

# Bioassay records from PubChem.
